NCI-60 one-dose screen, 48 h, at 10 µM unless noted. Numbers give growth in % (100 = growth as untreated, 0 = no growth, -100 = all killed).
NCI/ADR-RES – NCI/ADR-RES ovarian cells; 81,000 compounds, 4.4% hits; AID 1794790
HT29 – HT29 colon cancer; 81,000 compounds, 7.4% hits; AID 1794748
HCT-116 – HCT-116 colon cancer; 82,000 compounds, 7.3% hits; AID 1794798
NCI-H226 – NCI-H226 lung cancer; AID 1794732; 79,000 compounds, 3.5% hits
COLO 205 – COLO 205 colon cancer. AID 1794742. 79,000 compounds, 7.3% hits
NCI-H522 – NCI-H522 lung cancer; 78,000 compounds, 8% hits; AID 1794739
HCT-15 – HCT-15 colon cancer | AID 1794746 | 82,000 compounds, 5.2% hits
NCI-H460 – NCI-H460 lung cancer | 82,000 compounds, 6.8% hits | AID 1794736
NCI-H322M – NCI-H322M lung cancer; 80,000 compounds, 2.7% hits
An asterisk follows results filed as active; . = no result given; & = joins results of further samples; [ ] = another dose, or the depositor's remark. The calls were made as follows: active = growth percent below 10; inactive = the rest. Not a hit list; 12% or so of the library scored in one or more.

SMILES | NCI/ADR-RES | HT29 | HCT-116 | NCI-H226 | COLO 205 | NCI-H522 | HCT-15 | NCI-H460 | NCI-H322M
COc1cc(-c2nc(SCC(=O)Nc3ccc(C(C)=O)cc3)[nH]c(=O)c2C#N)cc(OC)c1OC | 76 | 6.8* | 3.9* | 58 | -16* | -15* | 40 | 5.8* | 45
NC1=CC(=O)c2cccnc2C1=O | 1.4* | 55 | -56* | 59 | 77 | -58* | 20 | -54* | 71
NS(=O)(=O)c1ccc(Nc2nc(-c3ccncc3)cs2)cc1 | 112 | 126 | 94 | 114 | 124 | 101 | 109 | 104 | 139
O=C(O)CCCCOc1ccc([N+](=O)[O-])cc1Cl | 116 | 105 | 103 | 99 | 116 | 96 | 108 | 118 | 106
CN(C)c1ccc(/C=N/NC(=O)CSc2nc3ccccc3c(=O)n2CCc2ccc(S(N)(=O)=O)cc2)cc1 | 103 | 82 | 70 | 84 | 104 | 61 | 68 | 78 | 88
COc1ccc(-n2c(Cn3nc(C)cc3C)nnc2SCC(=O)Nc2ccc(S(N)(=O)=O)cc2)cc1 | 106 | 111 | 116 | 108 | 112 | 94 | 99 | 117 | 106
COc1cc(C=Nc2oc(-c3ccccc3)c(-c3ccccc3)c2C#N)cc(CN2CCCC2)c1O | 104 | 107 | 95 | 94 | 114 | 86 | 103 | 102 | 103
O=C(O)C1Oc2ccccc2C1c1ccccc1 (stereo not drawn) | 93 | 102 | 104 | 105 | 103 | 91 | 108 | 109 | 95
CCOC(=O)CC(=O)CSC1=NC2C(NN1)N(C)C(=O)N2C (stereo not drawn) | 80 | 63 | 9.0* | 100 | 108 | 73 | 63 | 105 | 103
CCSc1nc(-c2cccs2)n2nc(-c3ccco3)cc2n1 | 103 | 89 | 95 | 95 | 123 | 92 | 78 | 104 | 116
Cc1ccc(S(=O)(=O)OCC2OCOC3C(CI)OCOC23)cc1 (stereo not drawn) | 103 | 96 | 92 | 101 | 94 | 89 | 104 | 101 | 101
COc1ccc(-c2nnc3ccc(N/N=C/c4ccc(O)cc4)nn23)cc1 | 26 | 87 | 27 | 78 | 56 | 47 | 27 | 44 | 62
Clc1ccc(/C=N\N=c2\scc(-c3ccc(Cl)cc3)n2/N=C/c2ccc(Cl)cc2)cc1 | 109 | 77 | 90 | 111 | 113 | 69 | 111 | 98 | 96
CCN1Cc2c(/C=C/c3ccccc3)nc3ccc(OC)cc3c2N(c2cccc(Cl)c2)C1 | 77 | 64 | 46 | 92 | 82 | 64 | 58 | 72 | 91
CCOC(=O)c1csc(NC(=O)C(C)Sc2nc3sc4c(c3c(=O)n2-c2ccc(Cl)cc2)CCCC4)n1 (stereo not drawn) | 95 | 96 | 87 | 83 | 114 | 89 | 82 | 101 | 89
CCc1c(C)c2cc3c(c(C)c2oc1=O)OCC(c1ccc(Br)cc1)=N3 | 97 | 77 | 90 | 106 | 102 | 55 | 112 | 110 | 92
O=c1nc2s/c(=C\C=C\c3ccccc3)c(=O)n2c2nc(-c3ccccc3)c(-c3ccccc3)nc12 | 100 | 107 | 94 | 100 | 107 | 92 | 104 | 101 | 97
COc1ccc(/C=C2/N=C3N(N=C(c4cccs4)N3c3ccccc3)C2=O)cc1 | 90 | 109 | 92 | 83 | 105 | 94 | 102 | 101 | 102
CCCCCCC1(/C=N/NC(N)=S)NC(=O)NC1=O (stereo not drawn) | 102 | 86 | 72 | 95 | 102 | 87 | 103 | 110 | 98
CC(C)c1ccc(Cn2c(-c3cscn3)nc3c(Cl)cccc32)cc1 | 91 | 64 | 39 | 82 | 98 | 65 | 85 | 99 | 88
N#CC(C#N)=C1NCCO1 | 104 | 98 | 94 | 97 | 112 | 95 | 104 | 101 | 95
O=C(Nc1ccc(Cl)cc1)Nc1ccccc1CNc1nc(Nc2ccc(OCCN3CCCC3)cc2)ncc1Cl | -36* | 0.2* | -29* | 97 | 38 | -17* | 6.3* | -78* | 101
CC(C)CNc1nc(NCC(C)C)[nH]c(=O)n1 | 102 | 96 | 104 | 99 | 107 | 81 | 104 | 109 | 84
CCCCCc1ccc(S(=O)(=O)Nc2ccc3nc(NC(C)=O)oc3c2)cc1 | 82 | 106 | 89 | 67 | 102 | 78 | 83 | 91 | 88

Shown with values under each structure: entries from further up
Below each compound – NCI/ADR-RES, HT29, HCT-116, NCI-H226, COLO 205, NCI-H522, HCT-15, NCI-H460, NCI-H322M
- COc1ccc(-n2c(Cn3nc(C)cc3C)nnc2SCC(=O)Nc2ccc(S(N)(=O)=O)cc2)cc1
  106, 111, 116, 108, 112, 94, 99, 117, 106
- COc1cc(C=Nc2oc(-c3ccccc3)c(-c3ccccc3)c2C#N)cc(CN2CCCC2)c1O
  104, 107, 95, 94, 114, 86, 103, 102, 103

Profiles as entered above. Values in the order: NCI/ADR-RES, HT29, HCT-116, NCI-H226, COLO 205, NCI-H522, HCT-15, NCI-H460, NCI-H322M
Listed for COc1cc(C=Nc2oc(-c3ccccc3)c(-c3ccccc3)c2C#N)cc(CN2CCCC2)c1O → 104, 107, 95, 94, 114, 86, 103, 102, 103
Listed for NC1=CC(=O)c2cccnc2C1=O → 1.4*, 55, -56*, 59, 77, -58*, 20, -54*, 71

Remaining list, next part
SMILES | NCI/ADR-RES | HT29 | HCT-116 | NCI-H226 | COLO 205 | NCI-H522 | HCT-15 | NCI-H460 | NCI-H322M
O=c1n(Cc2nc(-c3ccc(F)cc3)n[nH]2)cnn1-c1ccccc1 | 109 | 88 | 79 | 102 | 99 | 83 | 101 | 103 | 107
CCCCCc1ccc(S(=O)(=O)Nc2cc(-c3csc(N(C)C(C)=O)n3)ccc2N2CCN(C)CC2)cc1 | 33 | 15 | -85* | 37 | -66* | 33 | 1.4* | 24 | 64
CC(=C(c1ccc(OCCN2CCCCC2)cc1)c1ccc(OCCN2CCCCC2)cc1)c1ccc(Cl)cc1 | -91* | -86* | -89* | -73* | -68* | -77* | -88* | -82* | -97*
Cn1c(=O)c2[nH]c(CCCc3nc4ccccc4[nH]3)nc2n(C)c1=O | 104 | 112 | 119 | 97 | 105 | . | 102 | 104 | 126
N#Cc1c(-c2ccccc2)cc(-c2ccccc2)n(Cc2ccc(C(=O)O)cc2)c1=O | 103 | 104 | 95 | 94 | 109 | . | 92 | 100 | 97
COc1cc2oc(-c3cccc(C(=O)Nc4cccc([N+](=O)[O-])c4)c3)cc(=O)c2c(OC)c1OC | -18* | 60 | 25 | -18* | 91 | -46* | 58 | 32 | 40
COc1cccc(-c2ccc3c(c2)NC(=O)/C3=C\c2ccc[nH]2)c1 | 40 | 24 | 24 | 50 | 30 | 10 | 21 | 12 | 45
COc1ccc(/C=C(\c2cc(OC)c(OC)c(OC)c2)c2nnc(-c3ccccc3)o2)cc1 | 73 | 94 | 84 | 78 | 108 | 63 | 87 | 93 | 83
COc1cc(-c2nc3sc(-c4ccccc4)cn3n2)cc(OC)c1OC | 61 | 81 | 59 | 77 | 85 | 70 | 58 | 81 | 92
Cc1ccc(-c2nc(-c3c[nH]c4ncccc34)cs2)cc1 | 84[100 µM] | 117[100 µM] | 93[100 µM] | 103[100 µM] | 105[100 µM] | 89[100 µM] | 102[100 µM] | 94[100 µM] | 87[100 µM]
Nc1nc(-c2cc3c(cc2Cl)NC(=O)/C3=C/c2ccccc2)cs1 | 75 | 36 | 15 | 72 | 81 | 28 | 35 | 57 | 70
CCCCOC(=O)C(=O)OCCCC | 114 | 117 | 101 | . | 109 | 111 | 110 | 112 | 111
CSc1c2c([nH]c(=O)c1C#N)-c1ccccc1CC2 | 104 | 111 | 94 | 100 | 105 | 82[100 µM] | 94 | 105 | 118
CC(C)N(C(=O)CSc1nc2c([nH]1)c(=O)n(C)c(=O)n2C)c1ccccc1 | 92 | 112 | 97 | 108 | 109 | 142 | 110 | 119 | .
O=C(COc1ccc(/C=C2/C(=O)Nc3ccc(Cl)cc32)cc1)Nc1cccc(Cl)c1 | 96 | 100 | 102 | 88 | 99 | 92 | 96 | 98 | 89
Nc1ccc2cc(S(=O)(=O)O)ccc2c1 | 99&104 | 91&117 | 99&107 | 112&102 | 104&104 | 93&109 | 104&98 | 111&111 | 100&115
COC(=O)CNC(=O)c1ccc(NC(=O)c2[nH]c(C)c(Cl)c2Cl)c(O[C@H]2CCNC2)c1 | 112 | 108 | 96 | 104 | 110 | 98 | 107 | 108 | 109
Cc1ccc(N2CCN(CCCN3CCN(c4ccccc4Cl)CC3)CC2)cc1 | 84 | 51 | 62 | 84 | 84 | 82 | 49 | 86 | 105
CC(C)(C)OC(=O)NCc1ccc(CNc2c([N+](=O)[O-])cnc3ccc(Br)cc23)cc1 | 55 | 78 | 26 | 61 | 72 | 54 | 63 | 74 | 88
CC(=O)c1ccccc1Nc1ccnc2cc(Cl)ccc12 | . | 122 | 101 | 92 | 100 | 130 | 102 | 97 | 96
NS(=O)(=O)c1ccc(Nc2nc(N/N=C/c3ccc([N+](=O)[O-])cc3)nc(Nc3ccccc3)n2)cc1 | 93 | 25 | 17 | 60 | 23 | 48 | 87 | 1.6* | 40
CC(C)CN(CC(C)C)c1nn[nH]n1 | 103 | 108 | 104 | . | 108 | 112 | 104 | 113 | 127
N#C/C(=C/c1ccc([N+](=O)[O-])cc1)c1nnc(NC(=O)c2ccc(-n3c(=O)[nH]c4ccccc4c3=O)cc2)s1 | 94 | 110 | 95 | 88 | 122 | 108 | 93 | 79 | 98
O=C(O)CCCCCN1C(=O)NC2(C1=O)c1ccccc1-c1ccccc12 | 101 | 95 | 98 | 97 | 108 | 87 | 95 | 100 | 95
Cc1ccc(C(=O)NCCCNc2nccc(-n3ccc4cccnc43)n2)cc1 | 92 | 106 | 94 | 93 | 103 | 88 | 102 | 109 | 92
COc1ccc2cc(-c3ccc(C(=O)NN)c(C)n3)ccc2c1 | 105 | 95 | 94 | 103 | 104 | 70 | 99 | 104 | 95
CCOC(=O)c1cc(C(=O)c2ccc(OC)c(OC)c2)n2ccc3ccccc3c12 | 88 | 96 | 92 | 95 | 110 | 91 | 100 | 100 | 97
COc1nc2c(c(=O)n1C)CN(C1CCCCC1)C(=O)C(C)N2 (stereo not drawn) | 97 | 109 | 94 | 88 | 134 | 76 | 99 | 112 | .
CN1CCN(CC#CCOC(=O)[C@]2(C)CC[C@]3(C)CC[C@]4(C)C(=CC[C@@H]5[C@@]6(C)CCC(=O)C(C)(C)[C@@H]6CC[C@]54C)[C@@H]3C2)CC1 | 102 | 48 | 87 | 105 | 105 | 84 | 87 | 109 | 106
CC1=C(C(=O)Nc2ccc(Cl)c(C(=O)OC(C)C)c2)SCCO1 | 47 | 99 | 109 | 100 | 96 | 82 | 96 | 105 | 88
CSC(=NCCCCN=C(NS(=O)(=O)c1ccc(Cl)cc1)SC)NS(=O)(=O)c1ccc(Cl)cc1 | 90 | 98 | 94 | 84 | 109 | 69 | 101 | 90 | 104
COc1ccc(C=Nc2ccc([N+](=O)[O-])cc2)cc1 | 97 | 102 | 95 | . | 104 | 82 | 88 | 101 | .
CC1CC(C)(C)OC(c2ccco2)O1 (stereo not drawn) | 111 | 106 | 104 | 105 | 104 | 90 | 103 | 109 | 105
O=C1C(Cl)C(c2ccc(Cl)cc2)N1n1cnnc1 (stereo not drawn) | 98 | 98 | 88 | 95 | . | 83 | 101 | 97 | 99
CCC1(c2ccc(F)cc2)NC(=O)NC1=O (stereo not drawn) | 104 | 87 | 102 | 100 | 109 | 74 | 105 | 102 | 107
CCCCCOC(=O)N1CCCCC1CCC (stereo not drawn) | 114 | 107 | 97 | 111 | 102 | 102 | 105 | 108 | 123
CCOC(=O)C(C(C)=O)C(CC(C)=O)c1ccc(OC)cc1 (stereo not drawn) | 98 | 86 | 82 | 106 | 110 | 85 | 98 | 108 | 87
CCC(C)n1cnc2c(Nc3ccccn3)nc(Cl)nc21 (stereo not drawn) | 105 | 107 | 100 | 97 | 117 | 90 | 101 | 102 | 101
CCNC(=O)Oc1ccc(/C(=C(\C)c2ccc(Cl)cc2)c2ccc(OCCN(CC)CC)cc2)cc1 | 57 | -23* | 39 | 77 | -58* | 55 | 1.8* | 7.6* | 69
COc1ccc(C(=O)Cn2c(C(=O)c3ccccc3)nc3ccccc32)cc1 | -28* | 14 | 16 | 38 | 51 | -28* | 19 | 8.5* | 79
Cc1cc(O)c(C(=O)c2cc(-c3ccc([N+](=O)[O-])cc3)c(=O)n(NC(=O)OC(C)(C)C)c2)cc1C | 87 | 99 | 59 | 91 | 117 | 78 | 70 | 87 | 88

Screening results (PubChem)
